# Myeloid diff MLP: myeloid differentiation induction; ER-HoxA9 myeloid progenitors, lysozyme-GFP differentiation, flow cytometry; calls only at 10 µM; hit rate 1% among 360,000; AID 624256;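 active = normalized GFP-positive differentiation at or above the plate's own cutoff, the solvent-only control mean plus 3 SD; inconclusive = no clear call, values can overlap the other calls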;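 also: cells exposed to compound for four days before flow analysis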
# Myeloid diff MLP GFP+ MAC1+ %: second read-out of Myeloid diff MLP, no call of its own (marks repeat the call); GFP+ MAC1+ double positive, %; measured here: differentiation confirmed by MAC1 staining
# Starred values were filed as active, the others as inactive; i = inactive; ? = inconclusive; . = no result given; + = active, no number.
SMILES,Myeloid diff MLP,Myeloid diff MLP GFP+ MAC1+ %
O=C(C1CCN(S(=O)(=O)c2ccc(Cl)c(C(F)(F)F)c2)CC1)N1CCC1,i,1.1
CCOC(=O)[C@]12CCCC=C1N(Cc1ccccc1)C(=O)[C@H](CC(=O)N1CCCCCC1)C2,i,2.1
CC(C)Nc1nc(NCCOc2ccccc2)c2sccc2n1,i,1.2
COc1cccc(-c2ccccc2C2=CC(=O)CC(C)(C)C2=O)c1,i,1.0
CCOC(=O)c1ccc(N2C(=O)[C@@H](c3ccccc3)[C@H]2c2ccccc2)cc1,i,1.7
CN(C)CC1C2CCC(C2)C1O (stereo not given),i,1.0
CC(=O)Nc1ccccc1C(=O)C(=O)Nc1cccc(F)c1,i,0.4
CC(=O)c1sc(NC(=O)C2CCCN2S(=O)(=O)c2ccccc2F)nc1C (stereo not given),i,1.0
CCOc1ccc(S(=O)(=O)N2CCNC(=O)C2)cc1,i,1.6
O=C(NCCCCc1ccccc1)c1cccc(NC(=O)C2CCCCC2)c1,i,1.1
Cc1cc(Cl)ccc1NC(=O)/N=C1/NC(=O)CS1,i,1.8
COc1cc(=O)oc(-c2ccccc2)c1C(C)=O,i,0.8
COc1cccc(-c2cnc3c(NC(C)=O)cc(-c4cccc(NS(C)(=O)=O)c4)cn23)c1,i,2.9
Cc1cc(C)cc(Cn2c3ccc(NC(=S)NC4CCCCC4)cc3c(=O)n2C)c1,i,0.9
CC(=O)c1ccc(-c2cccc([C@H]3[C@@H]4C=CC[C@@H](C)[C@@H]4C(=O)N3Cc3ccccc3)c2)cc1,i,0.9
COCCNC(=O)C1(C)CCN(C(=O)c2ccc(C(F)(F)F)nc2C)C1 (stereo not given),i,0.8
CC(=O)OC1C=CN(C(C)=O)C(SC(C)(C)C)C1(C)O (stereo not given),i,0.5
C[C@H](CO)N1C[C@H](C)[C@@H](CN(C)Cc2ccc(-c3ccccc3)cc2)Oc2c(NS(=O)(=O)c3cn(C)cn3)cccc2C1=O,i,1.3
O=C1NC[C@H](Cc2ccccc2)N(C[C@@H]2CCCN2C[C@H](Cc2ccccc2)N2C[C@H](Cc3ccccc3)N(CC3CCCCC3)C(=O)C2=O)C1=O,i,0.8
CC(=O)c1ccc(NC(=O)COC(=O)c2c[nH]c3ccccc23)cc1,i,2.1
COc1cc(-c2cc3nc(NCCOc4ccccc4)ccn3n2)cc(OC)c1OC,?,.
Cc1ccc(S(=O)(=O)N(C)c2ccc(OC(=O)c3cc(=O)[nH]c4ccccc34)cc2)cc1,i,0.5
CC(C)[C@H](NC(=O)c1ccccc1F)C(=O)Nc1cccc(S(=O)(=O)N2CCOCC2)c1,i,1.4
O=C(Cc1ccc(NC(=O)C2CCN(C(=O)C3CCC3)CC2)cc1)Nc1ccc(C(=O)N2CCOCC2)cc1,i,0.7

# Next section; the last 3 above are carried over.
SMILES,Myeloid diff MLP,Myeloid diff MLP GFP+ MAC1+ %
Cc1ccc(S(=O)(=O)N(C)c2ccc(OC(=O)c3cc(=O)[nH]c4ccccc34)cc2)cc1,i,0.5
CC(C)[C@H](NC(=O)c1ccccc1F)C(=O)Nc1cccc(S(=O)(=O)N2CCOCC2)c1,i,1.4
O=C(Cc1ccc(NC(=O)C2CCN(C(=O)C3CCC3)CC2)cc1)Nc1ccc(C(=O)N2CCOCC2)cc1,i,0.7
COc1ccccc1C(=O)NCC(=O)OCC(=O)Nc1nnc(-c2ccccc2)o1,i,0.6
CCCCOCCOCCOCCCC,i,2.3
NC(=O)C1CC(=O)N(c2ccc(OCC(=O)Nc3ccc(F)cc3)cc2)C1 (stereo not given),i,0.6
CC1CCCN(S(=O)(=O)c2cccc(C(=O)NCCCN3CCCC3=O)c2)C1 (stereo not given),i,0.6
COCCCN1C(=O)C(CC(=O)NC2CC2)CC(C(=O)N2CCOCC2)=C1C (stereo not given),i,0.9
NC(COCc1ccccc1)c1csc(NC(=O)Nc2cccc(Cl)c2)n1 (stereo not given),i,1.2
COC(=O)/C=C1\OCc2c(F)cccc21,i,3.2
CC(/C=C/c1ccc2c(c1)OCO2)=N/NC(=O)CNc1ccc(C)cc1,i,9.5
CC(C)n1c(CNC(=O)c2ccccc2F)nnc1SCC(=O)c1ccc(F)cc1,i,0.6
Cc1ccc(Cl)cc1NC(=O)CN1C(=O)NC(C)(C2CC2)C1=O (stereo not given),i,0.8
NC(Cc1ccc(F)cc1)c1csc(Nc2nccc(C(F)(F)F)n2)n1 (stereo not given),i,1.9
C[C@H](CO)N1C[C@H](C)[C@@H](CN(C)C(=O)Nc2ccc(C(F)(F)F)cc2)Oc2ccc(NS(=O)(=O)c3ccc(F)cc3)cc2C1=O,i,0.6
COc1ccc(C(C)=O)cc1CC(=O)Nc1cccc(S(=O)(=O)N2CCOCC2)c1,i,0.6
Cc1ccc(-c2cc(C(=O)NCC(c3ccccc3)N(C)C)c3ccccc3n2)o1 (stereo not given),i,1.2
COc1ccc(S(=O)(=O)N2CCOCC2)cc1NC(=O)C1CCN(S(=O)(=O)c2ccc(Cl)cc2)CC1,i,1.5
CC(C)CC1OC(C)Cc2[nH][nH]c(=O)c21 (stereo not given),i,1.1
CN(C(=O)c1cccc(NC(=O)Cc2ccc(NC(=O)C3CCN(C(=O)c4ccccc4)CC3)cc2)c1)C1CCCCC1,i,0.4
COc1ccc(-c2nn(Cc3ccccc3)cc2C(=O)N2CCN(c3ncccn3)CC2)cc1OC,i,0.6
CC1(C(=O)NCc2ccccc2Br)CCN1Cc1ccccc1OC(F)F (stereo not given),i,0.5
CN(C)C(=O)c1ccc(Cc2cn(C)c3ccccc23)nc1,i,1.1
N#CC(c1ccccc1)C(CC(=O)c1ccccc1)c1ccccc1 (stereo not given),i,0.3
Cc1cc(NC(=O)COC(=O)c2ccccc2NCCO)no1,i,2.2
CCc1ccccc1N1CC(C(=O)N2Cc3ccccc3CC2C(N)=O)CC1=O (stereo not given),i,0.2
O=[N+]([O-])c1cccc(-c2nnnn2-c2cccc(F)c2)c1,i,0.5
Cn1nc(C(=O)NNC(=O)c2cccc(Cl)c2)c2ccccc2c1=O,i,0.9
O=C(NCc1cc(C(F)(F)F)ccc1Cl)c1cccc2c1C(=O)c1ccc(N3CCC(N4CCCCC4)CC3)cc1S2(=O)=O,+,7.9*
O=c1ccsc2ccccc12,i,0.3
CN(C)S(=O)(=O)c1cccc(C(=O)Nc2cc(S(=O)(=O)N3CCOCC3)ccc2O)c1,i,0.5
CC(=O)Nc1ccc(NC(=O)C(C)OC(=O)c2ccc(S(=O)(=O)N3CCCCCC3)cc2)cc1 (stereo not given),i,0.8
CCOC(=O)c1sc(NC(=O)CSc2nc(-c3ccco3)cc(C(F)(F)F)n2)c(C(=O)OCC)c1C,i,0.6
COc1ccccc1C=NN=Cc1ccccc1O,i,0.6
C[C@@H]1CN([C@@H](C)CO)C(=O)CCCn2cc(nn2)CO[C@H]1CN(C)S(=O)(=O)c1cccc(F)c1,i,1.6
Cc1nc(C(F)(F)F)ccc1C(=O)N1CCC1(C)C(=O)NS(=O)(=O)c1ccc(C(C)(C)C)cc1 (stereo not given),i,0.8
O=C1C=C(NS(=O)(=O)c2ccccc2)C(=O)c2ccccc21,i,0.9
CN1C2=C(C(=O)CC(C)(C)C2)C(c2cccs2)C2=C1CC(C)(C)CC2=O,i,0.3
COC(=O)[C@]1(Cc2ccccc2)N[C@H](CN(C)C(=O)Nc2ccc(OC)cc2)[C@@H]2C(=O)N(Cc3ccccc3)C(=O)[C@@H]21,i,0.7
C=CCN(c1ccccc1OC)S(=O)(=O)c1cccc(C(=O)OCC(=O)N2CC(C)OC(C)C2)c1 (stereo not given),i,0.3
Cc1[nH]c2ccccc2c1C1=CC(=O)C=CC1=O,i,0.8

# Among those listed so far, these contain an aryl methoxy group.
SMILES,Myeloid diff MLP,Myeloid diff MLP GFP+ MAC1+ %
COc1cccc(-c2ccccc2C2=CC(=O)CC(C)(C)C2=O)c1,i,1.0
COc1cc(=O)oc(-c2ccccc2)c1C(C)=O,i,0.8
COc1cccc(-c2cnc3c(NC(C)=O)cc(-c4cccc(NS(C)(=O)=O)c4)cn23)c1,i,2.9
COc1cc(-c2cc3nc(NCCOc4ccccc4)ccn3n2)cc(OC)c1OC,?,.
COc1ccccc1C(=O)NCC(=O)OCC(=O)Nc1nnc(-c2ccccc2)o1,i,0.6
COc1ccc(C(C)=O)cc1CC(=O)Nc1cccc(S(=O)(=O)N2CCOCC2)c1,i,0.6
COc1ccc(S(=O)(=O)N2CCOCC2)cc1NC(=O)C1CCN(S(=O)(=O)c2ccc(Cl)cc2)CC1,i,1.5
COc1ccc(-c2nn(Cc3ccccc3)cc2C(=O)N2CCN(c3ncccn3)CC2)cc1OC,i,0.6
COc1ccccc1C=NN=Cc1ccccc1O,i,0.6
COC(=O)[C@]1(Cc2ccccc2)N[C@H](CN(C)C(=O)Nc2ccc(OC)cc2)[C@@H]2C(=O)N(Cc3ccccc3)C(=O)[C@@H]21,i,0.7
C=CCN(c1ccccc1OC)S(=O)(=O)c1cccc(C(=O)OCC(=O)N2CC(C)OC(C)C2)c1 (stereo not given),i,0.3

# Compound activity: PubChem, NMMLSC

# Some of the compounds tested, so the mix of outcomes need not match the whole.
